TLR4-MyD88 inh: inhibitors of human TLR4-MyD88 binding; actives 0.06% (n = 16,000); inhibition, % at 10 µM; Cell-based TLR4-MyD88 binding inhibition assay; O00206; in the data active = inhibition above about 45%
NOTCH agonist: agonists of NOTCH signaling. NOTCH signaling luciferase reporter cells, luminescence. activation, % at 2.5 µM. actives 0.4% (n = 15,000); in the data active = activation above about 2.2%
Nox1 inh: blocks human NADPH oxidase 1 activity | Q9Y5S8 | HT29 cells, luminol chemiluminescence ROS | inhibition, % at 6.7 µM | actives 0.81% (n = 16,000) | AID 1792
rat GALR2 agon: agonists of rat galanin receptor 2 (GALR2); cell-based GALR2 agonist screen; actives 0.5% (n = 16,000); O08726; activation, % at 10 µM; AID 833; in the data active = activation above about 15%
PME-1 Maybridge: inhibitors of human PME-1 in Maybridge library; Q9Y570; recombinant PME-1, FP-Rh probe fluorescence polarization; inhibition, % at 9 µM; actives 0.5% (n = 16,000); AID 2291; in the data active = inhibition above about 30%
Target sequence (Q9Y570 whole entry, looked up): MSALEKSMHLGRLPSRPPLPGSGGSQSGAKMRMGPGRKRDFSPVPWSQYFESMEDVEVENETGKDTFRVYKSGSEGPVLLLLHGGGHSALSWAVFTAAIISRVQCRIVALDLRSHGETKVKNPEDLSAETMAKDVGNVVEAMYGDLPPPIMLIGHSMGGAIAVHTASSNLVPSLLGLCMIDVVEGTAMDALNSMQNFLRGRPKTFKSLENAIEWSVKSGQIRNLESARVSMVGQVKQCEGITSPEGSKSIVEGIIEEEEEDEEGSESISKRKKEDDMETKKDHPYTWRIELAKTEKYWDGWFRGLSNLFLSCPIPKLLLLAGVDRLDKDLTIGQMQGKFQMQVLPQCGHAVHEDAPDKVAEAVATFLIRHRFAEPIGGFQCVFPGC
luminol inh ctr: luminol signal inhibition, Nox1 inhibitor counter-screen; actives 0.4% (n = 16,000); inhibition, % at 6.7 µM; HRP/luminol/H2O2 chemiluminescence counterscreen; AID 1823; also: reference of the scale not given here
KOR antag MB: OPRK1 (human) antagonism, Maybridge screen; actives 0.4% (n = 16,000); inhibition, % at 9 µM; P41145; OPRK1 cells, antagonist mode, fluorescence readout; in the data active = inhibition above about 50%
S1P1 agonist: activates the human S1P1 receptor. P21453. S1P1 agonist cell-based reporter assay. activation, % at 4.5 µM. actives 1.5% (n = 16,000). AID 1044; in the data active = activation above about 80%
Target sequence (P21453 whole entry, looked up): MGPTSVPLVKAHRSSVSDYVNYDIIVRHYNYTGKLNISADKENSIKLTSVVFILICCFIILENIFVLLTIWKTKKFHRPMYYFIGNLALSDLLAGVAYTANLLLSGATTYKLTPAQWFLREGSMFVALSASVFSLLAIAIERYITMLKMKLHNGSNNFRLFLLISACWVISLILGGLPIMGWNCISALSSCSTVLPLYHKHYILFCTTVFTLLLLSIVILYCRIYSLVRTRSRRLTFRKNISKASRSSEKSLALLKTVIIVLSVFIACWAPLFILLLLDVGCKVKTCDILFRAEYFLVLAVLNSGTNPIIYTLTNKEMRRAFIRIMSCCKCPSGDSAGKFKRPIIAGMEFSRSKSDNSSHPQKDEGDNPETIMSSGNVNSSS
Starred values were filed as active, the others as inactive; . = not tested or not shown. Rule as the data show it, unless noted: active = inhibition above about 75%; inactive = the rest.

SMILES	TLR4-MyD88 inh	NOTCH agonist	Nox1 inh	rat GALR2 agon	PME-1 Maybridge	luminol inh ctr	KOR antag MB	S1P1 agonist
CCOC(=O)C1=C(C)NC(=O)NC1c1coc2ccccc2c1=O (stereo unspecified)	1	0.0	-54	-6	-2	2	4	4
CCOC(=O)c1cnc(C(F)(F)F)nc1NNC(=O)c1ccc(Cl)cc1	-4	-0.2	11	-3	2	6	-4	3
O=C(CSCc1csc2ccc(Cl)cc12)Nc1ccccc1Cl	0	0.1	-49	-6	0	4	0	-2
CCN(CC)c1ccc(N=Nc2ccc(Br)cn2)c(O)c1	-2	-0.5	41	-10	20	42	43	86*
N#Cc1sc2nc3ccccc3n2c1/N=C/c1cccs1	3	-0.7	-78	-8	0	9	16	19
C/C(=N\NC(N)=O)c1cc(Cl)cc(Cl)c1O	-2	-0.8	-48	-6	5	-2	12	1
CC(C)(C)c1cc(C(=O)/C=c2/[nH]c(=O)/c(=C/c3ccc(Cl)cc3)s2)no1	-6	-1.1	-36	-4	2	1	12	12
Cc1nc(C(F)(F)F)ccc1NC(=O)C(F)(F)Sc1ccccc1	-6	0.5	24	-6	4	-4	-4	9
CC1/C(=N\O)CC(c2ccc([N+](=O)[O-])cc2)NC1c1ccc([N+](=O)[O-])cc1 (stereo unspecified)	-2	0.3	-6	-10	3	3	-15	18
O=C(NC1=NCCS1)c1ccc([N+](=O)[O-])o1	3	-0.4	-100	-6	2	2	17	-3
COc1ccc(Oc2c(Cl)cnn(-c3ccc(F)c(Cl)c3)c2=O)cc1	-42	-0.8	2	-5	4	-6	13	-9
O=C(c1ccc([N+](=O)[O-])cc1)N1CC(Oc2ccc(Cl)cc2)C1	.	0.0	9	-6	10	-5	11	4

S1P1 agonist, what is marked active above
smiles	TLR4-MyD88 inh	NOTCH agonist	Nox1 inh	rat GALR2 agon	PME-1 Maybridge	KOR antag MB	S1P1 agonist
CCN(CC)c1ccc(N=Nc2ccc(Br)cn2)c(O)c1	-2	-0.5	41	-10	20	43	86*

Continuation.
SMILES	TLR4-MyD88 inh	NOTCH agonist	Nox1 inh	rat GALR2 agon	PME-1 Maybridge	luminol inh ctr	KOR antag MB	S1P1 agonist
O=C(O)CN(CC(=O)Nc1ccc2c(c1)OCCCO2)Cc1ccccc1	-8	1.8	18	-5	4	-8	5	-10
O=S(=O)(c1cc(Cl)c(Cl)s1)N1CCN(c2cc(C(F)(F)F)ccn2)CC1	10	-0.4	-46	6	-4	1	-13	-16
CCOC(=O)c1nc2ccccc2c(=O)n1/N=C/c1cc(Cl)cc(Cl)c1O	20	-0.4	1	-1	4	-2	13	5
O=C(CN1CCN(C2c3ccccc3-c3ccccc32)CC1)c1ccc2c(c1)OCO2	-4	-0.7	18	-6	3	-4	-1	-4
CSc1c(C#N)c(N)nc(SCc2ccc(F)c(F)c2)c1C#N	1	-0.8	-64	-5	-4	0	2	9
COC(=O)c1cc(S(=O)(=O)N2CCSC2)oc1C	0	-0.4	-42	-6	2	-2	0	-3
O=[N+]([O-])c1cccc(Cl)c1Oc1ccc(S(=O)(=O)N2CCOCC2)cc1	4	-1.0	0	-9	33*	-2	1	0
N/C(=N\OC(=O)c1c(F)cccc1F)c1ccccn1	4	-0.6	-2	-5	3	-5	10	-13
Cc1nn(S(=O)(=O)c2ccc(Cl)cc2)cc1-c1ccccc1	-4	-0.4	-44	-7	1	0	0	-1
Cc1cc(=O)[nH]c(SCC(=O)c2ccc(Cl)cc2)n1	4	0.2	-24	-9	-6	8	-15	5
Cc1cc(N)n(-c2cc(C)c3c(C)nn(C)c3n2)n1	1	-0.4	-54	-4	0	9	1	-32
CC1O[C@]2(C)OC1[C@]1(C)OC(C)[C@H]2O1 (stereo partly specified)	-4	0.1	24	-6	5	-8	14	0
CCOC(=O)c1cnn(-c2ccccc2)c1NC(=O)CSc1nc2ccccc2s1	0	-0.2	17	-4	16	-2	-30	25
CCSc1ncccc1C(=O)NOc1ccc([N+](=O)[O-])cc1[N+](=O)[O-]	-7	0.4	-2	-8	-2	6	-8	2
CCCc1ccc(-c2nc(CS(=O)(=O)C(C)(C)C)no2)cc1	-5	0.0	5	-7	3	-6	-10	2
FC(F)(F)c1nn2cc(-c3ccccc3)nc2s1	3	0.0	-11	-7	2	-2	5	5
O=C(Nc1ccc2ccccc2n1)c1cc(Cl)sc1Cl	4	0.2	-29	-8	-5	3	-2	-5
CC(=O)c1ccc(S(=O)(=O)c2ccccc2)cc1	0	0.1	-33	-5	-1	1	6	0
CCOC(=O)c1noc(C)c1-c1csc(N)n1	-6	-0.2	14	-5	3	1	11	-15
O=C(Oc1c(-c2ccccc2)c(=O)n2c3c(cccc13)CCC2)c1ccc(Cl)cc1	-10	1.4	22	0	1	-3	-2	-3
Nc1nc(N)c(Cc2ccccc2)cc1Cc1ccccc1	1	0.0	-18	-6	3	2	11	29
COc1ccc(C(CC(=O)c2cccs2)Sc2ccccc2N)c(Cl)c1OC (stereo unspecified)	-5	-0.7	-34	-11	3	-1	9	-5
CC(C)(C)c1ccc(C(=O)O)cc1[N+](=O)[O-]	-2	-0.9	-62	-3	-3	2	7	4
Nc1ccccc1C(=O)NNC(=O)c1ccc(Cl)cc1	-3	-0.5	24	-6	5	1	16	-6

Shown with values under each structure: entries from further up.
The line under a structure holds: TLR4-MyD88 inh	NOTCH agonist	Nox1 inh	rat GALR2 agon	PME-1 Maybridge	luminol inh ctr	KOR antag MB	S1P1 agonist
O=C(Oc1c(-c2ccccc2)c(=O)n2c3c(cccc13)CCC2)c1ccc(Cl)cc1
→ -10	1.4	22	0	1	-3	-2	-3
Nc1nc(N)c(Cc2ccccc2)cc1Cc1ccccc1
→ 1	0.0	-18	-6	3	2	11	29
COc1ccc(C(CC(=O)c2cccs2)Sc2ccccc2N)c(Cl)c1OC (stereo unspecified)
→ -5	-0.7	-34	-11	3	-1	9	-5

(cont.)
SMILES	TLR4-MyD88 inh	NOTCH agonist	Nox1 inh	rat GALR2 agon	PME-1 Maybridge	luminol inh ctr	KOR antag MB	S1P1 agonist
COC(CNC(=O)C(=O)Nc1ccccc1Oc1ccc(Cl)cc1Cl)OC	-5	0.8	14	-2	4	-5	11	-13
COc1ccccc1Nc1ccc([N+](=O)[O-])c2nonc12	-1	0.1	22	-5	1	19	-5	-8
COC(=O)c1cc(/C=C2\CSc3ccc(Cl)cc3C2=O)cn1C	-5	-1.5	13	1	1	-3	-20	3
CC(C)(C)c1cc(N=Cc2ccc(O)cc2)c(C#N)s1	-1	-0.1	-17	-4	0	-5	14	2
Cc1ccc(S(=O)(=O)N2CCCN(c3nccc(C(F)(F)F)n3)CC2)cc1	-2	-0.9	10	-4	5	-27	-14	-1
CC(N/C=C(\C#N)c1nn[nH]n1)C(C)(C)C (stereo unspecified)	-9	-1.2	27	-7	4	-5	-13	6
N/C(=N\OC(=O)c1ncc(C(F)(F)F)cc1Cl)c1ccc(C(F)(F)F)cn1	-7	0.0	1	-5	7	-4	21	49
O=C1c2cccc3c2N(CCC3)C(=O)C1(Cl)Cl	-6	-0.4	51	-5	-3	3	9	-21
Cc1noc(C)c1C(=O)N1CCOCC1	-6	-0.7	-52	-1	0	-1	1	-2
N#Cc1cccnc1NNC(=O)Nc1ccc(OCc2ccccc2)cc1	1	-0.6	62	-1	4	-50	14	20
c1ccc(NC2CCCCC2)nc1	0	0.7	-51	-6	0	1	-8	-4
COc1ccc(Cc2nnc(Nc3c(C)cccc3C)o2)cc1OC	5	-1.2	-28	-1	2	3	-11	0
COc1ccc(COCC(O)CNC2Cc3ccccc3C2)cc1 (stereo unspecified)	4	-0.1	-21	-10	0	-2	-1	-20
O=C1OC(c2ccccc2Cl)Sc2ccccc21 (stereo unspecified)	6	-0.4	-38	-11	6	2	6	42
CS(=O)(=O)OCC(COS(C)(=O)=O)(C1CCCCC1)[N+](=O)[O-]	6	-0.4	-26	-3	0	-2	7	6
Cc1cc(=O)n(-c2cc(Cl)c(S(=O)(=O)O)cc2Cl)[nH]1	3	0.1	9	-2	1	0	10	-6
CCOC(=O)c1cc(N2C(=O)c3ccccc3C2=O)ccc1N1CCCCC1	3	0.0	-21	-10	-3	4	-17	-1
CN(C)/C=C/C(=O)c1ccncc1	0	0.8	10	-4	5	-4	15	3
Cc1ccc(C(=O)N2CCN(Cc3ccc4c(c3)OCO4)CC2)cc1	-7	-0.1	3	-9	11	-4	-10	9
O=[N+]([O-])c1ccc(Sc2ccccc2)nc1	3	-0.1	10	-3	2	-2	-1	8
OC(CN1CCC(NC2CCCCC2O)CC1)Cn1ccc2ccccc21 (stereo unspecified)	1	0.0	-52	-2	-3	1	24	8
CCn1nc(C)cc1-c1n[nH]c(=S)o1	12	0.1	-31	-5	-1	32	5	-3
O=C(O)CSCC(=O)Nc1cc(C(F)(F)F)cc(C(F)(F)F)c1	0	-0.3	-18	-4	4	1	2	-6
O=S(=O)(/N=S1/CCC2(C1)OCCO2)c1cc(C(F)(F)F)cc(C(F)(F)F)c1 (stereo unspecified)	-8	-0.6	-27	-4	6	-1	-8	-8
CCCS(=O)(=O)/C(C#N)=C\OCC	1	-0.7	-59	-8	6	0	12	-7
Cc1nnsc1C(=O)NNc1cc(Cl)ccc1Cl	5	-0.4	76*	-5	5	25	-15	34
CC(=O)Nc1ccc2c(c1)CCc1ccccc1-2	10	-0.3	-51	-6	2	1	-2	-1
CSc1sc(=S)sc1SC	12	-0.3	-21	-7	-4	7	-6	17
CCOC(=O)N1CCN(S(=O)(=O)c2cccs2)CC1	-9	0.7	16	-6	0	-2	14	-5
CN(C(=O)c1ccc(Br)o1)C1CCS(=O)(=O)C1 (stereo unspecified)	4	-0.4	6	2	14	-4	6	4
O=C(CSc1cccs1)Nc1cc(C(F)(F)F)cc(C(F)(F)F)c1	2	0.1	-16	-5	-11	3	-5	-8
CCOC(=O)NN(C(=O)OCC)/C(=C\C=C\N1CCCC1)c1nnn(-c2ccc(Cl)cc2)n1	-4	.	1	-6	14	-1	10	-8
O=C(O)Cc1cncc(Br)c1	11	-0.5	-29	-3	1	1	7	-10
O=c1oc2ccccc2cc1-c1ccn[nH]1	-28	0.7	-53	-7	-3	-2	0	8
CCOC(=O)c1sc2nc(C)c(N=Nc3ccccc3)c(C)c2c1N	-8	-0.2	9	-8	6	1	-1	-8
CC(C)(C)[C@H](CO)N=Cc1cccc(C=N[C@H](CO)C(C)(C)C)n1	-6	-0.7	2	-4	9	-8	-4	-12
CCOC(=O)c1cc2c(=O)[nH]ccc2nc1C(F)(F)F	-4	0.1	-6	-7	5	-5	6	-10
Cc1csc2sc(C(=O)Nc3ccc(Cl)cc3)c(C)c12	8	-0.4	-2	-6	0	-4	10	16
Cc1cccc(Nc2ccc(Cl)cc2[N+](=O)[O-])c1	15	-0.6	-8	-12	8	5	16	17
N/C(=N\S(=O)(=O)c1cc(C(F)(F)F)cc(C(F)(F)F)c1)c1ccc(Cl)cc1	9	1.3	-25	-9	-6	-1	2	10
Cc1ccc(Cn2nc(C)cc2C(=O)Nc2ccc(C)cc2)cc1	1	-0.6	13	-4	-3	-4	2	-3
COC(=O)c1sccc1OC(=O)c1ccc(Cl)cc1Cl	-3	-0.8	3	-4	7	-5	-11	10
O=C(Nn1cnnc1)c1cccs1	1	0.3	12	-4	5	1	9	-2
COC(=O)c1c(OC)ccc(NC(=O)NC(=O)c2c(OC)c(Cl)cc(Cl)c2OC)c1OC	-4	-0.3	-3	-4	-2	-3	-7	23
CCOC(=O)NC(=O)c1cn(C(C)C)c(=O)n(Cc2ccccc2)c1=O	-1	-0.6	-46	-4	1	3	9	-10
CC(=O)C1=C(C)NC(=O)CC1	3	-0.9	-80	-6	-5	-1	-22	-9
Cc1nnsc1C(=O)Nc1ccccc1N1CCCCC1	-5	0.3	-33	-3	0	1	-10	-6
COc1ccc2c(c1)CCCC2(C#N)CC#N (stereo unspecified)	1	-0.3	-53	-5	-1	2	-23	-4
O=C(O)CC1(CC(=O)Nc2ccc(N3CCCCC3)cc2)CCCCC1	-2	-0.6	46	-3	1	-6	6	-3
Cc1c(C(=O)/C=C/N(C)C)sc2ccccc12	-1	0.5	7	-8	1	3	12	6
NS(=O)(=O)c1ccc(NC(=O)c2cc(Cl)cc(Cl)c2)cc1	0	-0.7	-6	-5	-2	0	-5	-29

5 entries already listed, ordered by their value in rat GALR2 agon, lowest first:
molecule	TLR4-MyD88 inh	NOTCH agonist	Nox1 inh	rat GALR2 agon	PME-1 Maybridge	KOR antag MB	S1P1 agonist
COc1ccc(COCC(O)CNC2Cc3ccccc3C2)cc1 (stereo unspecified)	4	-0.1	-21	-10	0	-1	-20
O=[N+]([O-])c1cccc(Cl)c1Oc1ccc(S(=O)(=O)N2CCOCC2)cc1	4	-1.0	0	-9	33*	1	0
O=c1oc2ccccc2cc1-c1ccn[nH]1	-28	0.7	-53	-7	-3	0	8
O=C(NC1=NCCS1)c1ccc([N+](=O)[O-])o1	3	-0.4	-100	-6	2	17	-3
CCn1nc(C)cc1-c1n[nH]c(=S)o1	12	0.1	-31	-5	-1	5	-3

Compounds were not picked by outcome; any-hit rate near 4.4%.
